Source: PubChem BioAssay (National Center for Advancing Translational Sciences (NCATS))
SW480 rerep = A quantitative high throughput screen for small molecules that induce DNA re-replication in SW480 colon adenocarcinoma cells; 340,000 compounds, 1.8% hits; SW480 DNA re-replication, Hoechst DNA content imaging, 48 h; Potency, µM (doses to about 46.1 µM), inactives show at the top dose re-replication activation, hits mostly activators; note: potency is the fitted concentration of half-maximal effect; % of control where 0% means no effect; nearly all actives have a fitted effect of over 55% in size
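Image-based DNA-content assay: after two days of treatment, nuclei were labelled with the DNA dye Hoechst and imaged, and hits were compounds raising the count of nuclei showing high fluorescence intensity.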
HT1080 IDH1KD tx = qHTS for induction of synthetic lethality in tumor cells producing 2HG: qHTS for the HT-1080-IDH1KD cell line; HT-1080 IDH1 knockdown viability, ATP luminescence, 48 h; Potency, µM (titrated, usually from 46.1 µM), for inactives: top-dose activity, negative = toxicity, most hits filed as cytotoxic; 360,000 compounds, 2% hits; AID 686971, 2013;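 note: potency is the fitted concentration of half-maximal effect; 0% = DMSO wells and -100% = cell-free medium wells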
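Knockdown cells (IDH1KD HT-1080) received compounds 2 h after plating at 750 cells/well and were kept 48 h at 37 °C in 5% FBS RPMI. A CellTiter-Glo luminescence read gave % activity for curve fitting.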
GLP-1R agonist = qHTS of GLP-1 Receptor Agonists. Potency, µM (series often up to 45.6 µM), without a hit: at the top dose activation, actives largely listed as activators. HEK293 GLP-1R CRE-luciferase, luminescence, 4-6 h; cells express a hypersensitive GLP-1R form. 380,000 compounds, 0.007% hits; note: potency is the fitted concentration of half-maximal effect; % of control where 0% means no effect
Target sequence (P43220 whole entry, looked up): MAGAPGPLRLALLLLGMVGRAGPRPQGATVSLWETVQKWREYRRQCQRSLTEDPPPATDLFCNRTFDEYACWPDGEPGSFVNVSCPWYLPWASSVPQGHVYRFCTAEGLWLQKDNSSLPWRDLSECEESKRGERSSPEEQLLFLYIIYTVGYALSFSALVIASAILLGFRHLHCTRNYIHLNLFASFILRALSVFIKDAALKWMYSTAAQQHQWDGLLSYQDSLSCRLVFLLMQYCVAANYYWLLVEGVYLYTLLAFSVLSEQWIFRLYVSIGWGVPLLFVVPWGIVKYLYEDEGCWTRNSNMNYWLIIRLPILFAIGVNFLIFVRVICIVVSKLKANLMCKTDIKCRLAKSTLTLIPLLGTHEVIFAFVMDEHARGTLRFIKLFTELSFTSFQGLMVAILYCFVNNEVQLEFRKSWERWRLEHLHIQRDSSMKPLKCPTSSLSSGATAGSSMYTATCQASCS
D3 ag = qHTS of D3 Dopamine Receptor Agonist: qHTS; AID 652048, 2013; D(3) dopamine receptor (Homo sapiens), P35462; D3R DiscoveRx beta-arrestin cells, luminescence, 90 min; max activation, %; 410,000 compounds, 0.58% hits; in the data active = max activation above about 30%; note: 0% is about no effect; mostly tested at two doses, the higher about 12 µM
Target sequence (P35462 whole entry, looked up): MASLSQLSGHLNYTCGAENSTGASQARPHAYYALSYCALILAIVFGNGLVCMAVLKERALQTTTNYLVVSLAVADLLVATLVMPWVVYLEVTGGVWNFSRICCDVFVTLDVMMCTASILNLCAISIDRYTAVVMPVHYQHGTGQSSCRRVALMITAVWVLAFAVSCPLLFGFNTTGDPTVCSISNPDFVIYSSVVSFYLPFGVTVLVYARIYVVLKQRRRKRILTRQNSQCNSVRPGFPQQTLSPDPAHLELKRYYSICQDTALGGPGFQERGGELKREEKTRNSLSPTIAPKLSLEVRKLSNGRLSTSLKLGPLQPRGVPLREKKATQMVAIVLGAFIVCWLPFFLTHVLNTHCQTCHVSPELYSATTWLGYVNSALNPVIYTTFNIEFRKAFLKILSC
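Agonist mode: compounds and dopamine controls were applied to plated cells for 90 min at 37 degrees C after an overnight attachment at 1500 cells/well. Luminescent read-out followed 30 - 60 minutes at room temperature with DiscoveRx detection reagent.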
KB-3-1 tox = qHTS assay for MDR1-selective chemotherapeutics: Primary screen using the parental adenocarcinoma cell KB-3-1; KB-3-1 viability, CellTiter-Glo ATP luminescence, 72 h; Potency, µM (highest dose often 46.1 µM), for the others: top-dose activity change, negative = cytotoxic, hits mostly cytotoxic; 400,000 compounds, 1.4% hits; note: potency is the fitted concentration of half-maximal effect; % is set by controls: 0 for no effect and ±100 for the full control effect; nearly all actives have a fitted effect of over 60% in size
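Screening of KB-3-1 cells (DMEM, 10% FBS, phenol-red free) ran from lowest to highest compound concentration; after 72 h at 37 °C viability was read luminescently and curves fitted.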
IL1B secr inh = qHTS for Inhibitors of Inflammasome Signaling: IL-1-beta AlphaLISA Primary Screen. THP-1 LPS/ATP IL-1B secretion, AlphaLISA, 16 h; stronger effect = lower value. activity change, % at 57.5 µM. 360,000 compounds, 4.7% hits; in the data active = activity change below about -50%; inconclusive = mostly about -30% to -49%; note: % is set by controls: 0 for no effect and ±100 for the full control effect
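Secreted IL-1B measured by AlphaLISA bead assay after 16 h compound exposure of THP-1 cells; compounds (final up to 57.5 uM) added 1 h before LPS (250 ng/mL) and ATP (1.25 mM) stimulation; lower signal means less secretion.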
KB-V1 MDR tox = qHTS assay for MDR1-selective chemotherapeutics: Primary screen using the drug-selected MDR subline cells KB-V1; KB-V1 MDR cells viability, CellTiter-Glo, 72 h; Potency, µM (top dose mostly 46.1 µM), without a hit: at the top dose activity change, negative = cytotoxicity, most hits filed as cytotoxic; 400,000 compounds, 3.4% hits; note: potency is the fitted concentration of half-maximal effect; % is set by controls: 0 for no effect and ±100 for the full control effect; nearly all actives have a fitted effect of over 60% in size
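Following 72 h at 37 degrees C with compound, KB-V1 cell viability was read by CellTiter-Glo luminescence, medium being phenol-red-free DMEM plus 10% FBS; concentration-response parameters came from normalized, curve-fitted qHTS data.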
HT1080-NT tox = qHTS for induction of synthetic lethality in tumor cells producing 2HG: qHTS for the HT-1080-NT fibrosarcoma cell line. Potency, µM (series often up to 46.1 µM), inactives show top-dose activity, negative = less viability, most hits filed as cytotoxic. 360,000 compounds, 1.6% hits. HT-1080-NT fibrosarcoma viability, CellTiter-Glo ATP luminescence, 48 h;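 note: NT is the 2HG producing partner of a matched IDH1 knockdown line; potency is the fitted concentration of half-maximal effect; 0% = DMSO-treated cells and -100% = media-only wells without cells; nearly all actives have a fitted effect of over 55% in size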
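750 cells/well, RPMI + 5% FBS; 2 h settle, compound pin-transfer, 48 h at 37 degrees C. CellTiter-Glo 10 min RT, luminescence. Normalized to DMSO and media-only wells.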
DRD3 antagonist = qHTS of D3 Dopamine Receptor Antagonist: qHTS | D3R cells, DiscoveRx beta-arrestin luminescence, antagonist mode; stronger effect = lower value | AID 652054, 2013 | max response, negative = inhibition, % | 360,000 compounds, 2.5% hits | D(3) dopamine receptor (Homo sapiens), P35462; in the data active = max response below about -50%; inconclusive = no clear call, values can overlap the other calls; note: % is set by controls: 0 for no effect and ±100 for the full control effect; mostly tested at two doses, the higher about 12 µM
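Cells expressing the human receptor were seeded at 1500 cells/well, incubated overnight at 37 degrees C in 5% CO2, then exposed to library compounds with dopamine controls for 90 minutes at 37 degrees C before luminescent detection.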
An asterisk follows results filed as active; ? = inconclusive; · = not tested or not shown; [ ] = remark or other dose. Unless noted, calls come from the whole dose curve; as a rule, active = well fitted curve in the direction sought with a large enough effect; inconclusive = small, poorly fitted or top-dose-only effect, or another doubt; inactive = no such curve, though single readings can be large; an effect the other way counts as inactive or inconclusive.

Molecule	SW480 rerep	HT1080 IDH1KD tx	GLP-1R agonist	D3 ag	KB-3-1 tox	IL1B secr inh	KB-V1 MDR tox	HT1080-NT tox	DRD3 antagonist
CNC[C@@H]1Oc2cc(Br)ccc2S(=O)(=O)N([C@@H](C)CO)C[C@@H]1C	·	14.5%	1.2%	3.1	9.8%	13.0	36.8%	8.3%	-5.3
Cn1nccc1C(=O)Nc1ccc(Cl)cc1	1.0%	28.8%	-0.7%	4.8	0.8%	-15.0	-6.3%	1.4%	16.8
CCOc1c(C(N)=O)c(-c2ccccc2)c2c(=O)[nH]c3ccccc3n12	?	-0.2%	20.7%	-14.1	4.0%	-2.0	-21.0%	-0.3%	-22.5
CCOc1ccc(C(O)(c2ccccc2OC)C(CN2CCCC2)c2ccccc2)cc1 (stereo not given)	-38.7%[inhibitor]	-2.6%	-3.4%	-2.0	?	?	0.0%	-15.7%	-1.6
CCC(=NCc1ccco1)c1c(C(F)(F)F)[nH]n(-c2nc3ccccc3s2)c1=O	-1.5%	2.3%	-14.4%	-5.9	13.8%	-11.3	20.6µM*	-4.4%	-12.0
COc1c(Cl)cc(Cl)cc1CNCCNCC(C)O (stereo not given)	-0.6%	-5.9%	1.2%	-22.3	-6.1%	-12.8	-22.7%	-17.3%	?
COC(=O)C(C)(C(=O)OC)c1ccc([N+](=O)[O-])cn1	-3.4%	-0.7%	-2.5%	0.4	-0.9%	-0.6	20.4%	1.2%	6.1
O=C(NCc1ccc(Cl)cc1)c1ccc(Cl)cc1[N+](=O)[O-]	1.5%	?	2.5%	-4.1	5.0%	9.1	12.2%	-20.7%	19.2
N#CC1(NC(=O)CSc2nnc(-c3ccccc3F)n2N)CCCCC1	-92.0%[inhibitor]	11.8%	9.9%	-0.9	4.7%	-8.0	12.5%	8.1%	-2.4
CSc1ccccc1NC(=O)Cn1ccsc1=N	9.0%	7.0%	-0.2%	11.9	-8.1%	-5.5	-5.4%	-2.0%	4.9
S=C(NCc1ccccc1)N1CCCCC1	3.2%	-0.3%	-5.2%	-1.6	0.0%	-19.1	?	13.0%	-25.1
CCCCNS(=O)(=O)c1ccc2nc(-c3cccnc3)cc(C(=O)NC3CC3)c2c1	-4.5%	11.8%	1.1%	15.1	15.7%	-15.5	8.0%	25.3%	6.6
Cc1ccc(-n2cccc2/C=N/n2cnnc2)cc1Cl	-5.5%	-5.2%	6.3%	2.0	-1.0%	58.5	-0.2%	-11.3%	3.7
C=CCOc1ccc(Br)cc1CNCCCN1CCOCC1	0.2%	2.0%	-2.9%	2.3	-6.3%	-62.3*	-9.0%	-1.0%	19.7
CC(OC(=O)/C=C/c1ccccc1)C(=O)Nc1ccc(C(N)=O)cc1 (stereo not given)	80.2%	-5.9%	-0.3%	-1.7	-3.8%	0.0	?	-5.4%	-9.5
N#C/C(=C\c1ccc(Cl)cc1)C(=O)Nc1cccnc1	-3.6%	-6.5%	6.5%	-12.3	16.0%	19.7	7.2%	14.3%	?
O=C(Nc1nnc(SCc2ccccc2Cl)s1)C1COc2ccccc2O1 (stereo not given)	-7.0%	-1.2%	-12.4%	-0.9	1.6%	-27.0	3.2%	14.8%	-59.1*
CCN(Cc1nc2ccccc2c(=O)[nH]1)C(=O)C1CC(=O)N(c2cccc3ccccc23)C1 (stereo not given)	-9.7%	4.3%	-0.1%	6.0	13.3%	0.0	-4.1%	1.8%	1.2
COc1ccc(NC(=O)N(C)C[C@H]2Oc3c(NC(=O)Nc4ccc(C(F)(F)F)cc4)cccc3C(=O)N([C@H](C)CO)C[C@@H]2C)cc1	-4.6%	?	-8.1%	-4.7	?	?	-13.3%	?	5.7
Oc1ccccc1CNc1cccc2cccnc12	0.1%	?	9.3%	-2.9	-2.2%	6.8	-12.9%	?	-1.6
N#Cc1ccc(C(=O)OCC(=O)Nc2cccnc2Cl)cc1	-4.5%	19.0%	-4.1%	1.8	1.7%	23.3	29.4%	12.9%	3.4
COc1cccc(C2(O)C(=O)Nc3ccccc32)c1 (stereo not given)	-8.8%	6.4%	6.2%	-11.9	-13.7%	-1.8	-8.5%	6.4%	?
O=C(CSc1nnc(-c2cccs2)n1C1CC1)NCC1CCCO1 (stereo not given)	-17.7%	5.9%	2.0%	11.2	0.1%	11.3	-12.1%	5.4%	-5.9
Cc1cc(C)cc(-n2c(SCC(=O)Nc3cccc(S(=O)(=O)NC4=NCCCCC4)c3)nc3ccccc3c2=O)c1	?	9.0%	2.5%	3.8	-2.4%	-21.1	7.6%	?	6.3
Cc1ccc(-n2c3c(cc(C(=O)NCCCN4CCOCC4)c2=O)C(=O)CC(C)(C)C3)cc1	-3.4%	-2.0%	-2.4%	5.5	0.6%	-24.2	?	9.8%	4.1
O=C(NCc1ccco1)C(c1ccccc1F)N(CC1CCCO1)C(=O)Cn1nnc2ccccc21 (stereo not given)	0.5%	15.2%	-21.2%	-4.3	-0.3%	17.2	-0.6%	13.9%	-1.4
COc1cccc(-c2nc(NCc3ccco3)c3ccccc3n2)c1O	-0.6%[9.22 µM]	?	-13.8%	6.3	-16.0%	-9.1	?	?	2.1
O=C(CCOc1ccccc1)Nc1ccc(Br)cc1	-2.7%	-15.8%	1.1%	-3.0	-0.9%	-19.4	-12.7%	-22.6%	2.2
COc1cc(S(=O)(=O)NCC2CCCO2)c(OC)cc1Cl (stereo not given)	3.9%	-11.0%	4.4%	-3.7	0.0%	-8.1	0.0%	-5.1%	0.0
O=c1[nH]c(=S)[nH]cc1Oc1ccccc1	-4.0%	-1.9%	-1.6%	1.1	-8.6%	-2.6	-5.5%	3.0%	-24.9
Cc1n[nH]c(=O)c2c1nnn2Cc1ccc(F)cc1	-9.2%	6.0%	-0.5%	5.3	13.6%	0.0	-12.8%	6.3%	16.3
NC(=S)N/N=C\c1c2ccccc2cc2ccccc12	?	-19.3%	6.3%	-16.6	-9.8%	-22.5	?	-15.1%	?
COc1ccc([C@H]2CC(=O)C=C(c3ccc(C)c([N+](=O)[O-])c3)C2)cc1	-11.7%	-8.5%	?	5.1	0.9%	-25.5	12.5%	7.2%	19.1
O=C1NC[C@H](c2ccccc2)N(CCCCC2CCCCC2)C1=O	·	23.3%	11.2%	-5.4	6.5%	12.9	-14.9%	27.1%	-58.3*
CC1CC(C)CN(C(=O)CSCC(=O)O)C1 (stereo not given)	-4.2%	18.1%	-1.2%	0.6	10.2%	-2.4	7.6%	-1.8%	1.9
CCN(CC)CCCNC(=S)Nc1ccc(Br)cc1	-8.8%	-2.3%	-1.8%	-11.4	-4.2%	-1.0	2.6%	-10.5%	-18.9
O=C(OCN1C(=O)c2ccccc2C1=O)c1cccc(S(=O)(=O)N2CCOCC2)c1	5.7%	17.9%	0.4%	11.0	11.0%	0.0	26.5%	-2.7%	5.7
O=C(Cc1ccccc1Cl)Nc1ccc(S(=O)(=O)N2CCOCC2)cc1	1.0%	-4.1%	8.3%	-4.8	3.6%	9.1	?	0.0%	-4.5
CCc1nc2nc(C)cc(Nc3cccc(C(F)(F)F)c3)n2n1	-6.8%	-9.7%	3.5%	-10.8	-6.5%	0.0	0.0%	-4.3%	-29.5
CC(C)COc1ccc(C/C(N)=N/n2cnnc2)cc1	-12.3%	-9.1%	-0.4%	4.8	?	10.7	-17.4%	-6.5%	16.1

Only DRD3 antagonist and KB-3-1 tox (two entries from above):
| Compound | DRD3 antagonist | KB-3-1 tox |
| --- | --- | --- |
| NC(=S)N/N=C\c1c2ccccc2cc2ccccc12 | ? | -9.8% |
| CCN(CC)CCCNC(=S)Nc1ccc(Br)cc1 | -18.9 | -4.2% |

Going on with the list.
Molecule	SW480 rerep	HT1080 IDH1KD tx	GLP-1R agonist	D3 ag	KB-3-1 tox	IL1B secr inh	KB-V1 MDR tox	HT1080-NT tox	DRD3 antagonist
CCOC(=O)c1c(C(F)(F)F)cc(-c2ccc(F)cc2)nc1C	-11.9%	12.0%	-1.0%	-3.8	10.3%	-3.4	17.5%	10.2%	4.6
Cn1c(=O)c2cnc(-c3ccc(C(F)(F)F)cc3)nc2n(C)c1=O	-14.2%	12.4%	-4.4%	4.3	-1.4%	12.1	0.0%	9.4%	23.8
Cc1ccccc1-n1nc2c(c1NC(=O)C(C)C)CS(=O)(=O)C2	-1.9%	0.0%	1.5%	1.8	7.5%	-7.0	7.1%	11.9%	2.7
COC(=O)Nc1ccc(S(=O)(=O)N(C)C)cc1	-1.4%	-5.9%	-9.6%	0.1	2.7%	4.2	11.0%	2.7%[9.24 µM]	7.3
O=C(NCCCO)C12CC3CC(CC(C3)C1)C2	-0.8%	-0.9%[9.24 µM]	-0.2%	-5.8	5.4%	13.7	-9.1%	-8.3%	-20.3
O=C(CC1SCCNC1=O)Nc1ccc(Cl)c(Cl)c1 (stereo not given)	-3.8%	-2.8%	-2.9%	7.4	4.5%	-7.8	-5.5%	-0.2%	-2.0
COc1ccc(N/N=C2/CCCCC2=O)cc1	-13.3%	-1.1%	-7.7%	-1.8	?	-9.2	?	1.26µM*	21.6
CCCCCn1c2c(c(=N)c3ccccc31)CCC2	-3.4%	2.91µM*	1.0%	-3.2	3.66µM*	?	?	?	5.0
Cc1ccc(NCSc2ccc(Cl)cc2)cc1	13.2%	-24.3%	19.1%	-15.6	6.0%	?	?	-25.2%	9.3
